TDP-43 yeast inh: rescues yeast growth from TDP-43 toxicity | TDP-43 expressing yeast growth rescue, BacTiter-Glo, 24 h | Potency, µM (doses to about 46.1 µM), inactives show at the top dose growth rescue (activation), actives largely listed as activators | hit rate 1.8% among 410,000 | AID 652104; note: potency is the fitted concentration of half-maximal effect; % of control where 0% means no effect; nearly all actives have a fitted effect of over 50% in size
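Growth rescue of TDP-43-toxic yeast measured as ATP luminescence (BacTiter-Glo). Cells grown to mid-log in raffinose, induced in galactose at OD600=0.02, exposed to compound 24 hr at 30 deg C.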
D3 antag: antagonists of human D3 dopamine receptor. P35462. D3R cells, DiscoveRx beta-arrestin luminescence, antagonist mode; stronger effect = lower value. max response, negative = inhibition, %. hit rate 2.5% among 360,000; in the data active = max response below about -50%; inconclusive = no clear call, values can overlap the other calls; note: % is set by controls: 0 for no effect and ±100 for the full control effect; mostly tested at two doses, the higher about 12 µM
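Cells expressing the human receptor were seeded at 1500 cells/well, incubated overnight at 37 degrees C in 5% CO2, then exposed to library compounds with dopamine controls for 90 minutes at 37 degrees C before luminescent detection.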
FUS yeast rescue: suppressors of FUS proteinopathy in yeast; S. cerevisiae FUS-expressing, growth rescue, OD600, 24 h; Potency, µM (doses to about 76.6 µM), without a hit: top-dose growth rescue (activation), usual class: activators; hit rate 0.24% among 390,000; AID 1347120;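 note: potency is the fitted concentration of half-maximal effect; plate controls were DMSO vehicle for no effect and reference control for full effect; nearly all actives have a fitted effect of over 55% in size; some results filed as inactive show a strong effect at the top dose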
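Absorbance at 600 nm, taken 24hr after compound addition, measured rescue of FUS-yeast growth at 30C. Induction used 2% galactose with seeding at OD 0.005. Controls: CP55940 from 92uM final, DMSO only.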
Abeta yeast res: A-beta toxicity reversal in yeast | yeast expressing A-beta42, growth rescue, OD600, 48 h; response scale: 0% DMSO, 100% iron-clioquinol control | Potency, µM (highest dose often 46.1 µM), for inactives: top-dose growth rescue, hits mostly activators | hit rate 0.063% among 410,000 | AID 1347071; note: potency is the fitted concentration of half-maximal effect; nearly all actives have a fitted effect of over 55% in size
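Growth rescue measured by 600 nm absorbance after 48 h yeast culture at 30 C with compound. Values normalized between DMSO and an equimolar ferric chloride plus clioquinol control.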
aSyn rescue: alpha-synuclein toxicity inhibition in yeast; Yeast expressing alpha-synuclein, growth rescue, BacTiter-Glo, 24 h; Potency, µM (top dose mostly 46.1 µM), without a hit: at the highest dose growth rescue (activation), hits mostly activators; hit rate 0.14% among 370,000; note: potency is the fitted concentration of half-maximal effect; % of control where 0% means no effect; nearly all actives have a fitted effect of over 65% in size
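Readout is rescue of growth in alpha-synuclein-expressing yeast, so inhibitors of toxicity appear as activators. Growth after 24 hr at 30 deg C in galactose medium is quantified by luminescence.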
EPAC2 ag: agonists of human EPAC2 (RAPGEF4). hit rate 0.079% among 360,000. Q8WZA2. EPAC2 activation, biochemical qHTS; response scale: 100% = 6.5 mM cAMP response. Potency, µM (doses to about 154 µM), inactives show top-dose activation, usual class: activators; note: potency is the fitted concentration of half-maximal effect; nearly all actives have a fitted effect of over 50% in size
Target sequence (Q8WZA2 whole entry, looked up): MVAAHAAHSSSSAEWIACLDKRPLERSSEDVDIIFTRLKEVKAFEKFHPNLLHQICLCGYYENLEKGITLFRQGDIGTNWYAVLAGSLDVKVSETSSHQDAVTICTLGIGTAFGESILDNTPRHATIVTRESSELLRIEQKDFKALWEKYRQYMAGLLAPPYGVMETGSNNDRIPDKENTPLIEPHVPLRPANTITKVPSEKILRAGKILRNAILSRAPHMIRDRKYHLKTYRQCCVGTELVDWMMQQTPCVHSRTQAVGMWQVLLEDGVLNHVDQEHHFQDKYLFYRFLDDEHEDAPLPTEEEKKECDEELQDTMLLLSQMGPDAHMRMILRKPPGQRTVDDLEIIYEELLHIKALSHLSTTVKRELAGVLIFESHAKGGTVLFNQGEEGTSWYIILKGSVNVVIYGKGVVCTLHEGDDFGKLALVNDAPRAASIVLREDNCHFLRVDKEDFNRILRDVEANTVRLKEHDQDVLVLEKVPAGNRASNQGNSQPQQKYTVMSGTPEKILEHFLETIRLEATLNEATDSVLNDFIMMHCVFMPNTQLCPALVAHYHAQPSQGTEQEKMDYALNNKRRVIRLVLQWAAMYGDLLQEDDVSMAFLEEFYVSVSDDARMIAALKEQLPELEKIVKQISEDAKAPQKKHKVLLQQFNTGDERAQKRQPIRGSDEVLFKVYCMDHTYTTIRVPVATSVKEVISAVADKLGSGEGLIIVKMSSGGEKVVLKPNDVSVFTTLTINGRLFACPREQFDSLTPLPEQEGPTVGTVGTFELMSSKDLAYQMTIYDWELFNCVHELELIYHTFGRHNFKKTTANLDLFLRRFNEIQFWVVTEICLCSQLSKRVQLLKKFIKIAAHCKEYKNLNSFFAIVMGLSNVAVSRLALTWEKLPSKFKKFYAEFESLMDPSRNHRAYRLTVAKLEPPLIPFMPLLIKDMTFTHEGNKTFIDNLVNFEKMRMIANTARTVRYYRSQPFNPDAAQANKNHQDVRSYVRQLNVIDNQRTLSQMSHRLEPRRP
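Exchange assay: 100 nM EPAC2 with 250 nM Rap1B-BODIPY-GDP and 50 uM GDP. Fluorescence (ex 480/em 540 nm) read every 5 min for 30 min at room temperature. Data normalized to 6.5 mM cAMP as agonist control.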
DRD3 agonist: D3 dopamine receptor (human) agonism; P35462; D3R DiscoveRx beta-arrestin cells, luminescence, 90 min; max activation, %; hit rate 0.58% among 410,000; AID 652048; in the data active = max activation above about 30%; note: 0% is about no effect; mostly tested at two doses, the higher about 12 µM
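Agonist mode: compounds and dopamine controls were applied to plated cells for 90 min at 37 degrees C after an overnight attachment at 1500 cells/well. Luminescent read-out followed 30 - 60 minutes at room temperature with DiscoveRx detection reagent.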
EPAC2 antag: antagonists of human EPAC2; Q8WZA2; EPAC2 GEF exchange of Rap1B-BODIPY-GDP, fluorescence; Potency, µM (series often up to 114 µM), for the others: at the highest dose activity, negative = inhibition, actives largely listed as inhibitors; hit rate 0.18% among 360,000; AID 720708; note: potency is the fitted concentration of half-maximal effect; % is set by controls: 0 for no effect and ±100 for the full control effect; nearly all actives have a fitted effect of over 45% in size; many of its hits are not listed in these tables
Numbers without * were called inactive; u = inconclusive; x = no result given; & = joins results of further samples; [ ] = remark or other dose. Unless noted, calls come from the whole dose curve; as a rule, active = well fitted curve in the direction sought with a large enough effect; inconclusive = small, poorly fitted or top-dose-only effect, or another doubt; inactive = no such curve, though single readings can be large; an effect the other way counts as inactive or inconclusive.

SMILES | TDP-43 yeast inh | D3 antag | FUS yeast rescue | Abeta yeast res | aSyn rescue | EPAC2 ag | DRD3 agonist | EPAC2 antag
O=C(NCCc1ccccc1Cl)C1CCC(=O)N(CC2CCCCC2)C1 (stereo unspecified) | 19.0% | 1.9 | 16.0% | 9.0% | -5.2% | 3.9% | -3.0 | 2.3%
CCN(CC(=O)Nc1ccc(Br)cc1)C(=O)c1nc2nc(C)cc(C)n2n1 | 4.6% | 33.6 | -1.7% | -6.6% | -1.1% | 2.4% | 6.1 | 0.6%
Cc1ccc(C(=O)NC(C(=O)Nc2ccccc2)c2ccccc2)cc1 (stereo unspecified) | 10.3% | 3.2 | 2.4% | -2.7% | 15.5% | 13.7% | -4.7 | -4.8%
CC(=O)n1cc(CO)c2ccccc21 | 6.7% | -2.2 | -9.3% | -14.1% | 1.3% | 5.8% | -10.0 | 9.3%
O=C(Nc1ccc(F)c(Cl)c1)N1CC=C(c2c[nH]c3ccccc23)CC1 | -36.5%[inhibitor] | x | 25.9% | -26.5% | x | x | 1.7 | x
COc1ccc(NC(=O)c2cc3cc(C)ccc3[nH]2)cc1 | 20.8%[9.22 µM] | x | -6.0% | -0.6% | x | x | 6.8 | x
CCOC(=O)c1ccc(-n2cncn2)nc1 | 7.8% | -13.4 | 8.1% | 6.7% | 2.7% | -3.3% | -0.9 | -0.4%
O=[N+]([O-])c1ccc(O)c(CSc2nnnn2-c2ccccc2)c1 | -93.3%[inhibitor] | -0.8 | 10.4% | -39.0%[inhibitor] | -60.8%[inhibitor] | 4.3% | -3.5 | -7.8%
COc1ccc(S(=O)(=O)c2nnn(-c3ccc(C)c(Cl)c3)c2C)cc1 | -19.6% | x | 20.4% | -15.8% | x | x | -3.9 | x
COc1ccccc1N1CCN(C2CCCN(C(=O)CC(F)(F)F)C2)CC1 (stereo unspecified) | 20.8% | 6.1 | -19.1% | 10.0% | 1.2% | 15.2% | -3.7 | 5.9%
CCOc1ccccc1Nc1nc2ccccc2n2cnnc12 | 27.5% | -6.1 | -28.2% | -27.0% | -7.3% | 3.7% | 4.2 | -1.5%
CC1=C(C(=O)Nc2ccc(C(=O)NCCCN3CCCCC3)cc2)SCCO1 | -1.7% | 0.2 | -0.2% | 10.2% | -5.2% | -7.9% | 1.3 | 0.8%
Cc1ccsc1C(C(=O)NC(C)(C)C)N(Cc1ccco1)C(=O)c1csnn1 (stereo unspecified) | 7.6% | 11.7 | -9.7% | 14.5% | 1.8% | -3.9% | 11.6 | -1.0%
O=C(Cc1cn2ccsc2n1)NCCc1ccc(F)cc1 | 13.3% | 22.3 | 3.5% | 14.4% | -1.9% | -1.5% | 1.8 | -5.0%
COc1ccc(S(=O)(=O)Nc2ccc(S(=O)(=O)NCC3CCCO3)cc2)cc1 (stereo unspecified) | -2.6% | -3.2 | 7.3% | -0.9% | 3.7% | 3.4% | 3.8 | 0.1%
O=C(CCS(=O)(=O)c1nc(-c2cccs2)cc(C(F)(F)F)n1)Nc1ccc(F)c(Cl)c1 | 6.0% | x | -1.7% | 10.9% | x | x | -8.9 | x
O=C(NCc1ccc2c(c1)OCO2)c1ccc(COc2cccc(Cl)c2)o1 | 14.1µM* | -11.1 | 23.5% | u | u | 16.1% | -1.0 | -1.3%
O=c1c2ccccc2nc(SCc2cc([N+](=O)[O-])cc3c2OCOC3)n1-c1ccccc1 | -1.4% | -2.3 | 3.2% | 0.8% | -20.0% | 7.3% | -4.7 | 18.4%
CS(=O)(=O)c1nc(-c2ccccc2)cc(C(F)(F)F)n1 | u | -120.0* | 5.0% | -7.9% | -7.5% | -11.6% | -18.8 | -2.4%
Cc1ccc(/C=N/N2CCN(Cc3ccc(Cl)cc3)CC2)o1 | -8.2% | 0.0 | 11.5% | -11.9% | 0.5% | -9.8% | -20.5 | -22.5%

Part of the list above in order of formula weight, highest first.
SMILES | TDP-43 yeast inh | D3 antag | FUS yeast rescue | Abeta yeast res | aSyn rescue | EPAC2 ag | DRD3 agonist | EPAC2 antag
O=C(CCS(=O)(=O)c1nc(-c2cccs2)cc(C(F)(F)F)n1)Nc1ccc(F)c(Cl)c1 | 6.0% | x | -1.7% | 10.9% | x | x | -8.9 | x
O=c1c2ccccc2nc(SCc2cc([N+](=O)[O-])cc3c2OCOC3)n1-c1ccccc1 | -1.4% | -2.3 | 3.2% | 0.8% | -20.0% | 7.3% | -4.7 | 18.4%
O=C(NCCc1ccccc1Cl)C1CCC(=O)N(CC2CCCCC2)C1 (stereo unspecified) | 19.0% | 1.9 | 16.0% | 9.0% | -5.2% | 3.9% | -3.0 | 2.3%

The list continues.
SMILES | TDP-43 yeast inh | D3 antag | FUS yeast rescue | Abeta yeast res | aSyn rescue | EPAC2 ag | DRD3 agonist | EPAC2 antag
Cc1ccc(CSc2nnc(NC(=O)Cn3cnc4ccccc4c3=O)s2)cc1 | 20.5% | -9.9 | -2.2% | -0.2% | -6.1% | 1.8% | -1.8 | 15.9%
COc1ccc(C(=O)N2CCCC(Nc3ccc(C)c(C)c3)C2)cc1F (stereo unspecified) | -6.5% | -15.4 | 13.9% | 5.5% | -0.4% | 5.9% | -10.4 | -1.9%
O=S(=O)(c1cccc(NC(=S)N2CCN(c3ccccc3F)CC2)c1)C(F)F | 2.3% | 0.0 | -5.3% | -6.9% | -8.7% | 14.1% | -0.1 | -2.7%
CCOc1ccc(-c2ncnn2-c2sc3c(c2C#N)CCCCC3)cc1 | 1.8% | x | 3.4% | 11.2% | x | x | 6.3 | x
COc1ccc(C)cc1NC(=O)CN1C(=O)COc2ccc(S(=O)(=O)N3CCCCCC3)cc21 | 0.6% | 1.2 | 12.4%&18.9% | 15.6%&0.8% | -0.1% | 1.8% | 2.5&7.4 | 5.0%
CCCC(=O)NC1CCCc2c1cnn2-c1ccc(C)c(C)c1 (stereo unspecified) | 10.4% | 11.3 | 8.1% | 12.1% | -2.4% | 3.9% | 0.2 | -4.2%
O=c1cc2c(=O)oc3cc(O)c(O)oc3c2c(O)c1O | -11.7% | -5.4 | 1.4% | -6.0% | 8.2% | -2.8% | 11.0 | 24.7%
O=C(NNS(=O)(=O)c1ccccc1[N+](=O)[O-])c1ccncc1 | 12.3% | u | x | -8.2% | -1.0% | 1.5% | -9.1 | 3.9%
Cc1cccn2c(=O)nc(SCC(=O)c3ccc(Cl)cc3)nc12 | 14.9% | 16.9 | 2.8% | -23.9% | 0.4% | -6.3% | 5.5 | -22.1%
Cc1ccccc1-n1nc(CSc2nc3ccccc3[nH]2)c(-c2ccccc2)c1N | 11.4% | 13.5 | x | 33.0% | 3.1% | 0.4% | -2.8 | -5.7%
CC(=O)c1cc2c(cc1NC(=O)Cn1nc(C)c(C)c(C#N)c1=O)OCO2 | -12.9% | 3.7 | -0.3% | -7.7% | -2.0% | -3.1% | 1.8 | 7.9%
CCOc1cc(CNCC(O)c2ccccc2)cc(Cl)c1OC (stereo unspecified) | 0.5% | 1.8 | -13.4% | -7.1% | 0.1% | 9.6% | -4.8 | 2.7%
COc1ccccc1P(=O)(Cc1ccccc1)c1ccccc1 (stereo unspecified) | -7.5% | -18.3 | 11.0% | 4.2% | -1.0% | 7.7% | 11.9 | -10.2%
CCCCC(CC)CNC(=O)c1ccc(Cn2c(=O)[nH]c3cc(OC)c(OC)cc3c2=O)cc1 (stereo unspecified) | 2.4% | x | 8.5% | -12.8% | x | x | 5.2 | x
COc1cccc2c(Cl)c(CCCl)c(C)nc12 | 27.3% | 3.9 | 2.0% | -10.7% | 8.8% | -2.9% | -9.8 | -2.2%
CCC1(c2ccccc2)NC(=O)N(Cc2cccc([N+](=O)[O-])c2)C1=O (stereo unspecified) | 17.2% | -10.0 | -35.3% | 18.1% | 6.2% | 8.0% | -16.7 | 1.8%
COCCNc1nc(NCc2cccs2)nc2ccsc12 | -0.7% | 27.0 | -15.8% | -8.7% | -4.8% | 6.1% | 9.8 | 3.9%
CC(C)(C)C(=O)Nc1nc(NC(=O)C(C)(C)C)nc(-c2ccccc2Cl)n1 | 3.9% | 0.9 | 5.8% | 7.3% | 1.7% | 2.1% | -2.0 | 6.8%
O=C(CN1C(=O)S/C(=C/c2cccn2-c2ccc(O)cc2)C1=O)N1CCCC1 | -12.0% | 2.7 | 19.7% | -3.9% | 3.3% | -8.3% | 0.0 | -14.1%
C=C1CCN([C@@H](CC(C)C)C(=O)NCc2ccc(OC)cc2)S(=O)(=O)c2ccccc21 | -1.8% | -6.2 | 37.3% | 14.6% | -2.9% | 17.2% | 18.5 | 8.1%
CC(NC(=O)COC(=O)CCNC(=O)c1ccco1)C12CC3CC(CC(C3)C1)C2 (stereo unspecified) | 10.4% | -11.4 | 5.0% | 11.9% | -0.4% | 10.1% | 0.1 | -1.5%
Oc1ccc(N=Nc2n[nH]c(-c3ccc(Cl)cc3)n2)cc1 | 0.0% | 8.5 | -3.8% | 16.5% | 15.4% | 10.4% | -2.2 | -19.0%
Cn1nnnc1SCc1csc(Nc2ccccc2)n1 | 20.5% | -7.1 | 16.2% | 14.1% | -9.5% | 13.1% | -7.2 | -5.9%
COCCN(CC(=O)Nc1cccc(C)c1C)C(=O)c1cc(S(=O)(=O)N2CCCC2)ccc1C | -5.0% | -1.3 | -5.8% | -18.1% | -1.6% | 0.1% | 2.3 | 5.4%
O=C1C2C3C=CC(C3)C2C(=O)N1c1nc2ccccc2s1 (stereo unspecified) | -1.2% | 0.9 | 18.7% | -9.7% | -2.7% | 11.1% | -9.6 | 1.8%
O=C(OCc1ccccc1)N1CCOCCOCCN(C(=O)OCc2ccccc2)CCOCCOCC1 | -13.3% | -14.1 | u | -22.7% | -10.5% | 11.0% | -2.0 | -17.8%
NC(=S)NN=C1c2ccccc2-c2ccccc21 | 17.8µM* | -26.8 | -4.1% | 25.3% | 9.6% | 13.6% | -10.6 | -8.3%
Cc1sc2ncnc(N3CCN(c4ncccn4)CC3)c2c1C | u | 7.1 | 7.9% | -46.3%[inhibitor] | 0.7% | -0.6%[15.6 µM] | -4.2 | -18.4%
CN(c1ccccc1)S(=O)(=O)c1ccc(C(=O)NCc2cccs2)cc1 | -1.9% | -7.2 | 17.8% | -6.1% | -0.4% | -2.1% | -8.8 | -5.7%
COc1ccc(/C=N/NC(=O)c2ccc(O)cc2O)cc1CSc1ccccn1 | 15.3% | 7.2 | x | 23.8% | 8.7% | 3.1% | 6.5 | -10.0%
CCCSc1ncc(Cl)c(C(=O)N(Cc2ccc(Cl)cc2)Cc2ccco2)n1 | u | x | 6.2% | 2.7% | x | x | -0.5 | x
Cc1ccc(NC(=O)COC(=O)CCc2c[nH]c3ccccc23)cc1[N+](=O)[O-] | 0.0% | 15.7 | 7.3% | 10.2% | 3.9% | 7.1% | 5.3 | -2.0%

Some of the compounds tested; the hit share may differ from the screen's.
